Source: PubChem
Platelet DG rel: inhibitors of platelet dense granule secretion, primary screen, cell-based, MLPCN, human platelets; human platelet-rich plasma, SFLLRN dense granule ATP release, luminescence; inhibition, %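 (compounds screened at 7.5 µM in platelet-rich plasma)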; actives 0.22% (n = 300,000);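 active = mean replicate score, as percent of positive control, at or above 50; inconclusive = mean below 50 but at least one replicate at or above 50; inactive = mean and every replicate below 50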
AI-2 QS modul: Vibrio harveyi AI-2 quorum sensing modulators, primary screen, JMH597 strain, luminescence/OD600 ratio; Vibrio harveyi JMH597 AI-2 luminescence/OD600 ratio, 9 h; hits give low values; strain lacks LuxN and CqsS sensors; 0 = neutral-control median; activity change, % at 7.5 µM; actives 0.4% (n = 300,000); AID 2094, 2009; in the data active = activity change below about -75%, passing the limit was not always enough; inconclusive = no clear call, values can overlap the other calls;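 also: luminescence divided by OD600 gain over 9 h not by final OD600 alone; inactives centre near 13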
HIF act: HIF pathway transcriptional activators, primary screen, cell-based, U2OS HRE-luciferase, luminescence | activation, % at 7.5 µM (by protocol) | U2OS HRE-luciferase reporter; normalized: DMSO 0%, desferrioxamine 100% | actives 0.32% (n = 300,000);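 active = mean activation of at least 10% of the iron chelator positive control signal, with at least half of replicates also reaching 10%; inconclusive = mean and replicate majority disagree about reaching 10%; inactive = mean and most replicates under 10%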
HSF1 inhib: HSF1 inhibitors in luciferase reporter cells, primary screen, cell-based, NIH3T3, luminescence; NIH3T3-HGL HSE-luciferase, MG132-induced, luminescence 8 h; hits give low values; activity change, negative = inhibition, % at 7.5 µM (by protocol); actives 0.77% (n = 300,000);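 active = more than half of replicate wells show activity change below -50%, luminescence cut by over half; inconclusive = some wells, but at most half, below -50%; inactive = no replicate well below -50%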;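 also: luciferase reports HSF-1 transcriptional activity via heat shock element; 0% = median of DMSO wells and -100% = zero luminescence signal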
HSP90 inh: HSP90 inhibitors, primary screen, cell lysate, luminescence; Rabbit reticulocyte lysate, luciferase refolding luminescence, 3 h; Heat shock protein HSP 90 (rabbit reticulocyte lysate; luciferase refolding); actives 0.91% (n = 290,000); inhibition, % at 5.6 µM;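 active = inhibition above the screen-wide mean plus 3 SD, computed separately per campaign, cut at about 16% in these data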;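 also: 0% = DMSO wells and 100% = 60 µM geldanamycin wells; inhibitors lower the luminescence because luciferase stays unfolded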
aSyn 5UTR inh: MLPCN primary screen, SNCA 5' untranslated region; actives 0.82% (n = 300,000); inhibition, % (tested at 7.5 µM); alpha-synuclein 5'UTR reporter, inhibitor activity; in the data active = inhibition above about 60%; inconclusive = no clear call, values can overlap the other calls;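 also: H4 neuroglioblastoma cells stably carrying SNCA 5'UTR luciferase fusion; 0% = DMSO wells and 100% = positive control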
IEC-6 tox: cytotoxicity in IEC-6 intestinal epithelial cells, primary screen, cytotoxicity control for KLF5 inhibitor project, cell-based, luminescence. IEC-6 cytotoxicity, luminescence viability. inhibition, % at 5 µM. actives 0.78% (n = 290,000). AID 1825, 2009; in the data active = inhibition above about 22%;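 also: 0% = plate median of test compound wells and 100% = cytotoxic reference compound wells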
HSF1 activator: HSF-1 activators, primary screen, NIH3T3-HGL cells, MG132 stress, luminescence, single point; NIH3T3-HGL HSF-1 luciferase reporter, 8 h; 100% = twice DMSO control signal; activation, % at 9 µM; actives 1.7% (n = 300,000); AID 504408, 2011;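 active = mean replicate activation of at least 50% with a set share of replicates each reaching 50%; inconclusive = only one of those two conditions met; inactive = mean below 50% and too few replicates reaching it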;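 also: 0% = median of the neutral control wells and 100% = twice that signal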
KLF5 inh: KLF5 expression inhibitors, primary screen, DLD-1 cells, luminescence. DLD-1 KLF5 promoter-luciferase reporter. inhibition, % at 5 µM. actives 0.23% (n = 290,000);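 active = inhibition above a per-plate limit of that plate's mean compound inhibition plus 3 SD, cut at about 60% in these data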;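 also: 0% = DMSO wells and 100% = LY294002 at 200 µM; higher means less KLF5 promoter-driven luciferase light; inactives centre near -14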
SKKanGAS inh: S. pyogenes SKKanGAS growth inhibitors in kanamycin, primary screen, streptokinase expression inhibitor project, SKKanGAS strain, BacTiter-Glo luminescence; 6 h; inhibition, % at 7.5 µM; AID 1662, 2009; actives 1.3% (n = 300,000);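 active = mean replicate score, as percent of positive control median, at least 50; inconclusive = mean below 50 but one replicate at or above 50; inactive = mean and every replicate below 50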;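 also: strain carries kanamycin resistance gene driven by streptokinase promoter and grows in 40 µg/ml kanamycin; loss of luminescence reflects streptokinase promoter inhibition or plain growth inhibition; 0% = median of DMSO wells and 100% = positive control at its reference dose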
Numbers without * were called inactive; ? = inconclusive; nt = not tested or not shown.

compound,SKKanGAS inh,KLF5 inh,HIF act,HSF1 activator,Platelet DG rel,IEC-6 tox,HSF1 inhib,aSyn 5UTR inh,AI-2 QS modul,HSP90 inh
COc1ccc(-n2c(SCC(N)=O)nnc2-c2ccc(NS(=O)(=O)c3ccc(C)cc3)cc2)cc1,-4.2,-13.1,-0.2,-17.4,0.5,-0.8,-6.9,-6.7,13.8,1.5
Cc1ccn2cc(C(=O)NCc3ccco3)nc2c1,-21.4,-34.6,1.7,1.4,-0.5,2.5,9.8,-37.3,-0.6,2.3
Cc1ccc(C(=O)C(C)OC(=O)c2cc3cc([N+](=O)[O-])ccc3oc2=O)cc1 (configuration not stated),14.1,2.7,-0.5,-8.8,-1.1,0.3,-1.9,-0.6,18.2,-2.3
CCCCOCCCNCc1cccn1CCN1CCOCC1,-4.1,-42.2,-0.7,2.3,-18.9,-3.3,-5.0,8.9,10.5,-1.6
Cn1c(=O)c2c(nc(NCCO)n2C)n(C)c1=O,4.5,-41.3,0.1,?,-6.8,-3.2,20.0,9.4,14.0,1.3
C=CCN1CCN(C(c2cccc(OC)c2OC)c2nnnn2CCC(C)C)CC1 (configuration not stated),-0.2,-15.1,-1.3,-10.7,-1.9,-7.3,-5.3,8.5,19.8,-0.3
Nc1nnc(-c2ccccc2)s1,-1.0,-32.8,0.5,1.4,3.7,2.0,7.2,-6.5,12.8,3.1
COc1ccccc1C(=O)Nc1ccc2c(c1)nc(CN1CCN(C(C)=O)CC1)n2C,nt,-2.1,1.2,nt,1.1,8.0,nt,-57.6,19.5,2.3
Cc1cc(=O)nc2c3ccccc3n(CC(=O)NC3CCCCC3)n12,-3.5,1.1,-0.6,-24.9,8.6,-0.9,-7.9,-26.0,-4.8,1.3
COc1ccc2nc(C)cc(N/N=C/c3ccc(F)cc3)c2c1,19.1,-17.4,-3.8,-7.5,-4.2,9.3,11.9,92.6*,6.7,-3.2
COC(=O)C1C2C=CC(C3CC23)C1C(=O)OCC(=O)c1ccccc1 (configuration not stated),0.6,-31.5,-0.3,8.3,-0.4,7.8,0.8,5.0,12.4,0.5
Cc1ccc2[nH]c(O)c(N=Nc3ccccc3C)c2c1,-5.2,-12.5,0.1,-71.3,11.4,1.0,-63.4*,-7.4,20.4,-2.5
CC(=O)c1cccc(NC(=O)C2CCCN(S(=O)(=O)c3cccc4cccnc34)C2)c1 (configuration not stated),4.6,-14.2,0.0,-8.8,5.4,4.6,-2.9,15.4,15.9,-0.9
Cc1cc(N2CCN(c3ccccc3)CC2)nc(-c2ccccc2)n1,-16.8,-10.8,-2.7,0.9,-1.0,-3.7,-1.5,-28.5,22.3,1.0
O=C(Nc1nc(-c2ccc(Cl)cc2)cs1)NC1CCCCC1,?,-11.8,0.6,-4.0,-0.3,-0.2,-7.0,2.6,6.3,-0.9
O=C(COc1ccccc1Cl)N1CCc2ccccc21,1.3,-157.4,6.9,73.8*,-0.8,0.0,56.7,-134.6,8.8,0.7
COc1ccc(C(C#N)N2CCC(c3ccccc3)=N2)cc1 (configuration not stated),1.7,-51.6,-0.4,12.5,-8.6,-8.1,1.9,-47.2,28.9,-5.2
O=[N+]([O-])c1cn(-c2nc(-c3ccco3)cc(C(F)(F)F)n2)cn1,-1.5,2.6,0.3,-9.2,0.8,-0.7,-8.5,6.6,4.6,-2.7
COCCCNC(=O)c1cc(Sc2nnc(C)s2)nc2ccccc12,4.7,8.1,0.4,-11.1,15.7,-2.3,0.5,-13.9,10.5,-2.4
Cc1ccc(N=Nc2c(C)[nH]n(C(N)=S)c2=O)cc1C,1.7,-18.1,3.7,22.9,-3.2,6.7,11.4,-258.0,16.2,-0.6
O=C(Cc1ccc([N+](=O)[O-])cc1)OCc1ccc([N+](=O)[O-])cc1,0.0,1.7,-0.1,15.0,9.4,4.7,6.3,9.4,2.4,-0.1
COC(=O)Cc1c(C(=O)OC)nnn1-c1cccc(C(F)(F)F)c1,1.9,-6.1,-0.3,-10.4,13.1,-1.1,-10.1,11.1,5.3,-3.1
O=C(Nc1cccc2ccccc12)c1nn(C23CC4CC(CC(C4)C2)C3)cc1[N+](=O)[O-],10.8,10.2,0.3,45.6,0.0,-0.1,14.5,28.6,17.2,2.6
O=C(NC1CC1)C1=C[C@H](c2csc3ccccc23)C[C@H](OCc2ccc(CO)cc2)O1,10.6,nt,-0.2,4.7,1.0,nt,-4.0,26.5,-0.4,nt
CC(C)CNC(=O)C(=O)NC1CCCC1,-3.2,-17.2,0.5,-7.0,0.6,-5.9,3.8,-30.0,-5.4,-0.5
COCCn1c(C)cc(C(=O)CSc2nnc(-c3cccnc3)n2-c2ccccc2F)c1C,6.3,-17.6,-0.1,4.7,8.5,-5.9,-4.5,-12.4,19.0,-0.8
COc1ccc(NC(=O)COC(=O)c2ccc(OCc3ccc(Cl)cc3Cl)c(OC)c2)c(OC)c1,3.5,-16.7,-1.9,-12.1,5.3,-0.4,0.2,27.6,14.6,-0.3
Cc1cc(C)n2nc(C(F)(F)F)c(-c3ccccc3)c2n1,3.2,-55.8,-1.2,0.8,5.0,-0.3,3.0,2.7,14.2,-1.5
O=C(Nc1ccccc1)C1CCCN1C(=O)Nc1ccccc1[N+](=O)[O-] (configuration not stated),-1.5,1.1,-0.1,0.5,-2.2,0.0,-6.0,24.9,13.0,1.0
Cc1ccc(/C=C/C(=O)c2ccc(N3CCOCC3)cc2)s1,-8.7,-61.0,0.6,-15.8,44.7,7.6,-5.3,-133.2,5.6,4.9
CC(=O)Nc1ccc(C(=O)NNC(=O)CCc2ccccc2)cc1,-12.3,-19.1,0.0,8.6,2.5,-2.8,-1.4,5.7,8.3,-2.0
CC1CCN(C(=O)COc2coc(CN3CCc4ccccc43)cc2=O)CC1,-11.2,nt,0.3,-1.9,-7.1,nt,-7.0,9.9,1.8,nt
CCOc1cc2nc(-c3ccc(OC)c(OC)c3)nc(N3CC(C)OC(C)C3)c2cc1OC (configuration not stated),13.8,-10.4,-0.6,35.2,-0.1,10.7,0.3,23.7,-4.8,5.1
Cc1ccc(-c2csc(NC(=O)c3cccc([N+](=O)[O-])c3C(=O)O)n2)cc1,3.1,0.8,-30.7,14.7,-25.9,-0.5,-8.0,-21.7,-4.5,2.4
CN(Cc1cccnc1)Cc1cn(C)nc1-c1cccc(Cl)c1,-10.5,3.6,0.0,-5.2,4.9,10.7,-2.5,4.6,13.8,3.0
CCc1nc2ccccc2nc1N1CCN(S(=O)(=O)c2ccccc2)CC1,-0.3,-4.7,0.0,14.8,22.5,-3.3,-5.2,4.0,29.4,2.7
O=C(CNc1ccccc1OC(F)F)N1CCc2ccccc21,2.8,-87.7,1.8,22.3,1.2,6.7,1.8,-288.6,28.0,0.1
O=C(Nc1ccccc1)Nc1scc2c1c(=O)oc1ccccc12,2.9,-9.7,2.5,13.2,5.7,-5.6,-3.0,-122.7,11.0,-1.3
Cc1ccc(CNc2ccc3c(c2)ncn3C)cc1,-9.0,-116.8,2.4,6.9,9.0,-2.8,-3.2,-169.7,-81.9*,-4.8
CC(C)c1ccc(NC(=O)NCc2ccccn2)cc1,9.7,-31.9,1.4,0.4,-17.9,0.5,1.7,-37.5,16.1,3.8
Cc1ccc(S(=O)(=O)N(C)C)cc1NC(=O)COC(=O)Cc1cccs1,-3.9,nt,-0.1,-9.4,-2.1,nt,-4.2,-3.9,11.7,nt
COc1ccc(/C=N/NC(=O)c2ccco2)cc1COc1ccc(F)cc1,39.1,-23.1,0.4,11.5,18.0,2.5,9.9,22.1,8.6,-1.0
C#CCOc1ccc(/C=C2/C(=O)ON=C2C)cc1Br,2.4,-35.0,-3.2,-3.4,-0.7,-11.4,-6.2,-12.0,19.8,-4.0
COc1cccc(CC2(CO)CCCN(Cc3ccc(C)s3)C2)c1 (configuration not stated),-9.6,-15.7,0.1,-13.7,0.5,-0.3,-1.2,-14.2,6.8,-4.1
COc1cc(C(=O)Nc2nnc(Cc3ccccc3)s2)cc(OC)c1OC,-2.9,-3.3,-2.1,-7.5,-2.4,1.8,1.1,-10.0,33.3,-1.0
Cc1cc(N2CCOCC2)nc2ccc(NC(=S)NCc3ccc4c(c3)OCO4)cc12,7.1,-16.6,0.3,47.9,3.4,-1.2,15.1,22.2,21.3,-4.3
CCSc1nnc(NC(=O)C2Cc3ccccc3CN2S(=O)(=O)CC)s1 (configuration not stated),15.7,-24.1,1.3,3.9,1.5,6.1,-4.9,-87.6,68.3,-8.4
CC1=Nc2ccccc2/C1=C/c1sc(=S)n(-c2cccc(C(=O)O)c2)c1O,30.0,-29.3,-0.5,5.4,-1.0,1.1,-5.7,13.3,15.0,0.4
O=C(NCCN1CCOCC1)c1ccc2c(c1)N(Cc1ccccc1)CCS2,-3.3,-33.6,0.1,2.4,3.7,-5.2,-2.8,-2.7,8.1,-2.5
C=CCn1c(SCc2ccc(Cl)cc2)nc2cc(C(=O)N3CCC(C(N)=O)CC3)ccc2c1=O,5.8,-36.2,0.9,48.1,-3.3,-6.5,23.3,32.8,13.4,4.0
CN(Cc1ccno1)C(=O)CC1C(=O)NCCN1CC(c1ccccc1)c1ccccc1 (configuration not stated),-2.7,-16.2,-0.7,-9.2,0.5,0.4,1.5,14.3,8.2,-2.8
O=C(NCc1ccco1)c1nn2c(C(F)(F)F)cc(-c3cccs3)nc2c1Cl,-8.7,-18.4,0.3,-2.2,2.5,-6.9,7.5,-10.8,5.3,-2.3
Cc1ccc(SCC(=O)OCC(=O)N(CCC#N)c2ccccc2)cc1C,0.7,nt,-13.8,8.4,-0.5,nt,-6.6,-2.8,36.7,nt
N=C1SC(CC(=O)Nc2ccc([N+](=O)[O-])cc2)C(=O)N1c1ccccc1 (configuration not stated),-5.2,-22.4,0.0,29.9,-0.2,1.5,-0.5,3.7,13.1,-3.2
CCCCn1c(N)c(N(Cc2ccccc2OC)C(=O)c2c(CC)noc2C)c(=O)[nH]c1=O,-1.2,-8.5,-0.6,-6.4,6.1,0.2,-4.8,-4.7,-9.8,-7.8
COC(=O)CS(=O)(=O)c1nnc([C@H](Cc2ccccc2)NC(=O)OC(C)(C)C)o1,-2.2,-14.3,-0.1,?,28.5,1.2,34.6,19.5,37.0,-1.3
